Bioassay records deposited in PubChem BioAssay by several laboratories.
LEDGF integ inh – blocks HIV-1 LEDGF/p75-dependent DNA integration; 370,000 compounds, 0.64% hits; inhibition, % at 3.7 µM; TR-FRET IN-LEDGF/p75 DNA integration, Eu/Cy5; AID 743269;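 active = inhibition above the screen-wide mean plus 3 SD, cut at about 13% in these data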;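 also: signal is the Cy5 over europium emission ratio at 671 and 618 nm; 0% = plate median of compound wells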
GC-B act – GC-B (human) receptor activation; activation, % at 10 µM; P20594; 370,000 compounds, 0.11% hits; HEK293-GC-B cells, CNP EC30, cGMP TR-FRET; 0% at EC30 CNP, 100% saturating CNP; AID 1920062;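 active = activation at 10 µM reaching about 35% in either raw or pattern-adjusted values, limit read from the data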
MBD2 DNA inh – MBD2-methylated oligo binding inhibition; TR-FRET, MBD2 binding to methylated oligonucleotide; Q9UBB5; inhibition, % at 4.4 µM; 370,000 compounds, 0.31% hits; in the data active = inhibition above about 13%
TCR-CD3 inh – blocks the human TCR-CD3 interaction; TAMRA-labeled TCR probe fluorescence, biochemical; inhibition, % at 9.4 µM; 360,000 compounds, 0.37% hits; AID 651800; in the data active = inhibition above about 19%;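 also: recombinant mutant TCR 2C K166C tagged with TAMRA read by polarization; 0% = receptor in buffer alone and 100% = receptor with positive control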
HTRA1 inh – blocks human HTRA1 serine peptidase; recombinant HTRA1, FP-rhodamine activity-based probe, fluorescence polarization; 340,000 compounds, 0.5% hits; Q92743; inhibition, % at 5.96 µM; AID 504803; in the data active = inhibition above about 36%;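 also: 0% = enzyme with DMSO and 100% = wells lacking enzyme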
PRMT1 inh – blocks human protein arginine methyltransferase 1; Q99873; recombinant PRMT1, activity-based probe fluorescence polarization; inhibition, % at 2.79 µM; 370,000 compounds, 1.3% hits; AID 652257;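 active = inhibition above about 21% made by adding two undisclosed values, limit read from the data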
Target sequence (Q99873 whole entry, looked up): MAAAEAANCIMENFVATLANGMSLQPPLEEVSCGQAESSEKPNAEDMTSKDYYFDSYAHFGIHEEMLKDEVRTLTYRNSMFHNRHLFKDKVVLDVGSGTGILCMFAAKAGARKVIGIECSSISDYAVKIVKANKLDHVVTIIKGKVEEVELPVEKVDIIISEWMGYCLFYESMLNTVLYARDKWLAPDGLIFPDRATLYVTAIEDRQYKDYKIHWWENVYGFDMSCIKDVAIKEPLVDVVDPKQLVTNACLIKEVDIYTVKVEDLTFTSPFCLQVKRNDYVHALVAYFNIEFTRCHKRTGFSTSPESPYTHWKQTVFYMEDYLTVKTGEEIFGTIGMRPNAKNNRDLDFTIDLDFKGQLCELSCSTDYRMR
SIAE inh – inhibitors of human sialic acid acetylesterase SIAE. 370,000 compounds, 0.69% hits. AID 1053197. inhibition, % at 9.66 µM. SIAE FP-Rh probe binding, fluorescence polarization. Q9HAT2;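 active = inhibition above a cutoff: mean of compounds within the control limits plus 3 SD of those, cut at about 17% in these data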;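 also: 0% = plate median of compound wells and 100% = probe without SIAE protein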
mABHD4 FP – inhibits mouse alpha/beta hydrolase domain 4; purified mABHD4, FP-Rh probe fluorescence polarization; Q8VD66; 370,000 compounds, 0.54% hits; inhibition, % at 8.92 µM;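 active = inhibition exceeding the mean over every tested compound plus 3 SD, cut at about 30% in these data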;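 also: 0% = plate median of compound wells and 100% = S159A mutant with DMSO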
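Test system: mABHD4 protein | Buffer or medium: HEPES pH 7.0 buffer, 150 mM NaCl, 0.01% Pluronic F-127 | Probe or stimulus: FP-Rh fluorescent activity-based probe, added after compound pre-incubation | Timing: Pre-incubation 45 min, probe exposure 60 min, at 25 °C | Technique: Fluorescence polarization, excitation 525 nm, emission 598 nm, BODIPY TMR filters | Repeats: Single well per compound (singlicate)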
rCAG binder – r(CAG) repeat RNA binding; 370,000 compounds, 1.3% hits; AID 651821; inhibition, % at 3 µM; TO-PRO-1 dye displacement fluorescence;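 active = inhibition above the plate cutoff, the mean of all test compounds on that plate plus 3 SD, cut at about 35% in these data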;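 also: 0% = DMSO alone and 100% = 100 µM mitoxantrone as full dye displacement; higher means more dye released from RNA so lower well fluorescence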
TDP2 inh – blocks human TDP2 phosphodiesterase activity. inhibition, % at 12.8 µM. 370,000 compounds, 0.34% hits. recombinant TDP2, T5PNP hydrolysis, p-nitrophenol absorbance 415 nm;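 active = inhibition above the mean of all tested compounds plus 3 SD, set per campaign, cut at about 25% in these data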;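 also: 0% = DMSO with enzyme and 100% = buffer with substrate but no TDP2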
Target sequence (O95551 whole entry, looked up): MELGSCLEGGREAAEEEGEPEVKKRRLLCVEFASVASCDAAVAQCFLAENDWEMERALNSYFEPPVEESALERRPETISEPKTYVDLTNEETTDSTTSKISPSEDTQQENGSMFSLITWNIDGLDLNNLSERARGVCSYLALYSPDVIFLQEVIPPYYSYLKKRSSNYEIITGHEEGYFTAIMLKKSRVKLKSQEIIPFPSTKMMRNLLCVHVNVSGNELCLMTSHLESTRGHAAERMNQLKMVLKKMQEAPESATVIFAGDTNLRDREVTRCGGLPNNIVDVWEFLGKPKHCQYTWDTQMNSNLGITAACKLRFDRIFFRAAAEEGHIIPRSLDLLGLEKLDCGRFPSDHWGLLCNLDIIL
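System – recombinant human TDP2 · Amount – 120 nM TDP2 per well · Buffer or medium – Mg2+-containing Tris-HCl buffer, pH 7.5 · Reagent – T5PNP substrate, 5 mM · Dosing – 12.8 µM single point, 1% DMSO · Incubation – 2 h at 37 °C · Measured by – epi absorbance · Read-out basis – percent inhibition · Benchmarks – high control without enzyme, low control DMSO plus TDP2 · Repeats – singlicate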
* marks the source's active call; other numbers are inactive results. Some of the compounds tested, so the mix of outcomes need not match the whole.

For CSc1ncccc1C(=O)OCC(=O)c1cccc(Br)c1 the results were LEDGF integ inh 4, GC-B act -2, MBD2 DNA inh 2, TCR-CD3 inh -6, HTRA1 inh -18, PRMT1 inh -5, SIAE inh 5, mABHD4 FP -16, rCAG binder 2 and TDP2 inh 2.
COC(=O)Cn1c(=NC(=O)c2sc3ccccc3c2Cl)sc2cc(S(N)(=O)=O)ccc21 was read as LEDGF integ inh -1, GC-B act -12, MBD2 DNA inh 3, TCR-CD3 inh 4, HTRA1 inh -23, PRMT1 inh -1, SIAE inh -61, mABHD4 FP -12, rCAG binder -2 and TDP2 inh 3.
CCc1ccc(NC(=O)c2cc(C)on2)cc1 was read as LEDGF integ inh 1, GC-B act 6, MBD2 DNA inh -2, TCR-CD3 inh 1, HTRA1 inh -2, PRMT1 inh 2, SIAE inh -4, mABHD4 FP 3, rCAG binder -3 and TDP2 inh 1.
`NS(=O)(=O)c1cccc(NC(=O)COC(=O)Cc2ccc(S(=O)(=O)N3CCOCC3)s2)c1` gave LEDGF integ inh 1, GC-B act -1, MBD2 DNA inh 2, TCR-CD3 inh 4, HTRA1 inh -6, PRMT1 inh 2, SIAE inh 3, mABHD4 FP 7, rCAG binder 11 and TDP2 inh 4.
Screening Cc1ccc(-c2nnc(-c3ccc(NC(=O)Cc4cccs4)cc3)o2)cc1 returned LEDGF integ inh -4, GC-B act -6, MBD2 DNA inh 2, TCR-CD3 inh 6, HTRA1 inh -3, PRMT1 inh 1, SIAE inh -1, mABHD4 FP -6, rCAG binder 2 and TDP2 inh 7.
`Nc1c(C(=O)c2ccccc2)oc2ccc([N+](=O)[O-])cc12` gave LEDGF integ inh -3, GC-B act 0, MBD2 DNA inh -1, TCR-CD3 inh 1, HTRA1 inh 3, PRMT1 inh -1, SIAE inh -6, mABHD4 FP 2, rCAG binder 8 and TDP2 inh -9.
For CC(C)NC(=O)CN(CCc1ccccc1)S(C)(=O)=O the results were LEDGF integ inh -4, GC-B act 2, MBD2 DNA inh 5, TCR-CD3 inh 3, HTRA1 inh 4, PRMT1 inh 1, SIAE inh -4, mABHD4 FP 1, rCAG binder -2 and TDP2 inh 4.
`Cc1cc(OCc2cc(C(=O)N(C)CCOc3ccccc3)no2)cc(C)c1Cl` gave LEDGF integ inh -4, GC-B act -3, MBD2 DNA inh 4, TCR-CD3 inh 10, HTRA1 inh -38, PRMT1 inh 3, SIAE inh -7, mABHD4 FP -16, rCAG binder 4 and TDP2 inh -3.
Screening CCN(CC)S(=O)(=O)c1ccc(/C=C/C(=O)OCC(=O)Nc2cccc3ccccc23)cc1 returned LEDGF integ inh -1, GC-B act 3, MBD2 DNA inh -5, TCR-CD3 inh 5, HTRA1 inh -10, PRMT1 inh -3, SIAE inh -11, mABHD4 FP -7, rCAG binder 3 and TDP2 inh -1.
Screening COc1ccc(/C=C2\Oc3cc(OCC(=O)N4CCC[C@H]4C(=O)O)ccc3C2=O)c(OC)c1OC returned LEDGF integ inh -2, GC-B act 1, MBD2 DNA inh -1, TCR-CD3 inh -3, HTRA1 inh 7, PRMT1 inh 1, SIAE inh -18, mABHD4 FP -2, rCAG binder 30 and TDP2 inh -5.
For C=CC[C@H]1C=C[C@@H](C(C(=O)OC)C(=O)OC)CN1C(C)=O the results were LEDGF integ inh 1, GC-B act 2, MBD2 DNA inh 1, TCR-CD3 inh 2, HTRA1 inh 8, PRMT1 inh -1, SIAE inh 4, mABHD4 FP -5, rCAG binder 2 and TDP2 inh 6.
`O=C1N=C(N2CCCC2)S/C1=C\c1cccc(Br)c1` gave LEDGF integ inh 0, GC-B act 5, MBD2 DNA inh -5, TCR-CD3 inh 0, HTRA1 inh -7, PRMT1 inh -2, SIAE inh -2, mABHD4 FP -6, rCAG binder 2 and TDP2 inh 6.
`OC(CCCC(O)c1ccccc1)c1ccccc1` (stereo unspecified) gave LEDGF integ inh 3, GC-B act -5, MBD2 DNA inh -6, TCR-CD3 inh 9, HTRA1 inh 2, PRMT1 inh -1, SIAE inh 3, mABHD4 FP -2, rCAG binder 3 and TDP2 inh -9.
For CCOC(=O)c1ccc(NC(=S)N2CCN(CCO)CC2)cc1 the results were LEDGF integ inh -1, GC-B act 2, MBD2 DNA inh 2, TCR-CD3 inh 3, HTRA1 inh 1, PRMT1 inh -5, SIAE inh -1, mABHD4 FP -3, rCAG binder -4 and TDP2 inh 7.
`NCCSc1c(-c2ccc(Cl)cc2)[nH]c2ccccc12` gave LEDGF integ inh -1, GC-B act -7, MBD2 DNA inh -4, TCR-CD3 inh -1, HTRA1 inh -6, PRMT1 inh -3, SIAE inh 1, mABHD4 FP 14, rCAG binder 11 and TDP2 inh -7.
For CCN(CC(=O)NCc1cccs1)c1nnnn1-c1ccccc1 the results were LEDGF integ inh 1, GC-B act 6, MBD2 DNA inh 0, TCR-CD3 inh 4, HTRA1 inh -7, PRMT1 inh 0, SIAE inh 0, mABHD4 FP -2, rCAG binder -2 and TDP2 inh -4.
`Cc1cccc(C(=O)Nc2ccc3ccccc3c2)c1` gave LEDGF integ inh -1, GC-B act -1, MBD2 DNA inh -1, TCR-CD3 inh 0, HTRA1 inh -84, PRMT1 inh 1, SIAE inh 2, mABHD4 FP -15, rCAG binder 2 and TDP2 inh -1.
`CC1=C(C(=O)N2CCCCCC2)CC(CC(=O)NCC2CCCCC2)C(=O)N1Cc1ccccc1` (stereo unspecified) gave LEDGF integ inh 2, GC-B act 4, MBD2 DNA inh 2, TCR-CD3 inh -5, PRMT1 inh 2, SIAE inh -4, mABHD4 FP 0, rCAG binder -1 and TDP2 inh -7.
Screening COc1cc(/C=N/NC(=S)Nc2cccc(S(=O)(=O)N(C)C)c2)cc(OC)c1O returned LEDGF integ inh -1, GC-B act -3, MBD2 DNA inh -2, TCR-CD3 inh 0, HTRA1 inh 2, PRMT1 inh -2, SIAE inh 5, mABHD4 FP 13, rCAG binder 6 and TDP2 inh -5.
`CC1=CC(C)C(/C=N/N=C(N)N)C(C)C1` (stereo unspecified) gave LEDGF integ inh -3, GC-B act 0, MBD2 DNA inh 3, TCR-CD3 inh -3, HTRA1 inh -1, PRMT1 inh 2, SIAE inh -2, mABHD4 FP -4, rCAG binder 0 and TDP2 inh 0.
Screening Cc1ccc(S(=O)(=O)N(C)CCCC(=O)NC(C)(C)C)cc1 returned LEDGF integ inh 0, GC-B act 4, MBD2 DNA inh -3, TCR-CD3 inh 6, HTRA1 inh -1, PRMT1 inh -1, SIAE inh 0, mABHD4 FP 2, rCAG binder -5 and TDP2 inh 6.
CC1(C(=O)OCC(=O)NCCNC(=O)COC(=O)C2(C)CC2(Cl)Cl)CC1(Cl)Cl (stereo unspecified) was read as LEDGF integ inh 0, GC-B act 1, MBD2 DNA inh 2, TCR-CD3 inh 0, HTRA1 inh 4, PRMT1 inh 2, SIAE inh 0, mABHD4 FP -4, rCAG binder -9 and TDP2 inh 6.
For NS(=O)(=O)c1ccc(NC(=S)Nc2ccc(Br)c(Cl)c2)cc1 the results were LEDGF integ inh -3, GC-B act 0, MBD2 DNA inh -3, TCR-CD3 inh 2, HTRA1 inh -2, PRMT1 inh 1, SIAE inh -18, mABHD4 FP -6, rCAG binder 8 and TDP2 inh -4.
For Cc1ccccc1NS(=O)(=O)c1ccc2c3c(cccc13)C(=O)N2C the results were LEDGF integ inh 0, GC-B act -3, MBD2 DNA inh -4, TCR-CD3 inh -6, HTRA1 inh -16, PRMT1 inh -2, SIAE inh -3, mABHD4 FP -12, rCAG binder 4 and TDP2 inh 0.
CSc1ccccc1C(=O)Nc1ccc(C)c(C)c1 was read as LEDGF integ inh -1, GC-B act 0, MBD2 DNA inh 0, TCR-CD3 inh 3, HTRA1 inh -8, PRMT1 inh 0, SIAE inh 1, mABHD4 FP -1, rCAG binder -1 and TDP2 inh -9.
C[C@H](CO)N1C[C@H](C)[C@@H](CN(C)S(C)(=O)=O)Oc2ccc(NC(=O)Nc3ccc4c(c3)OCO4)cc2C1=O was read as LEDGF integ inh 0, GC-B act 3, MBD2 DNA inh -6, TCR-CD3 inh 1, HTRA1 inh -5, PRMT1 inh -1, SIAE inh 2, mABHD4 FP 7, rCAG binder 6 and TDP2 inh 7.
For CC(=O)C1C(=O)c2c(cccc2[N+](=O)[O-])C1=Nc1ccc(S(N)(=O)=O)cc1 (stereo unspecified) the results were LEDGF integ inh 1, GC-B act -3, MBD2 DNA inh -5, TCR-CD3 inh 9, HTRA1 inh 39*, PRMT1 inh 18, SIAE inh 5, mABHD4 FP 38*, rCAG binder 38* and TDP2 inh 4.
CCc1ccc(NC(=O)CCc2nnc3ccc(N4CCC5(CC4)OCCO5)nn23)cc1 was read as LEDGF integ inh 1, GC-B act 0, MBD2 DNA inh -3, TCR-CD3 inh 4, HTRA1 inh 2, PRMT1 inh -3, SIAE inh 3, mABHD4 FP -4, rCAG binder -8 and TDP2 inh -5.
COC(=O)c1ccc(N2C(=O)CC(N3CCOCC3)C2=O)cc1 (stereo unspecified) was read as LEDGF integ inh 1, GC-B act 0, MBD2 DNA inh -3, TCR-CD3 inh -1, HTRA1 inh 1, PRMT1 inh 3, SIAE inh -9, mABHD4 FP 2, rCAG binder 2 and TDP2 inh 4.
CCOC(=O)C1(C(=O)OCC)NC(=O)CC1CC (stereo unspecified) was read as LEDGF integ inh 0, GC-B act 1, MBD2 DNA inh 0, TCR-CD3 inh 2, HTRA1 inh -1, PRMT1 inh 0, SIAE inh -5, mABHD4 FP -2, rCAG binder 1 and TDP2 inh -7.
Screening CC1CN(C(=O)CCC(=O)NCCc2ccccc2)c2ccccc2O1 (stereo unspecified) returned LEDGF integ inh -4, GC-B act -1, MBD2 DNA inh 0, TCR-CD3 inh -6, HTRA1 inh -1, PRMT1 inh 0, SIAE inh -2, mABHD4 FP 6, rCAG binder -2 and TDP2 inh -2.
Screening COC(=O)c1sccc1NC(=O)Cn1nnc(-c2ccc(C)cc2)n1 returned LEDGF integ inh -1, GC-B act -5, MBD2 DNA inh -1, TCR-CD3 inh 4, HTRA1 inh -1, PRMT1 inh -1, SIAE inh 2, mABHD4 FP -3, rCAG binder 1 and TDP2 inh 6.
CN(C(=O)CCNC(=O)Cn1ccc2ccccc2c1=O)c1ccc(Br)cc1 was read as LEDGF integ inh 1, GC-B act -7, MBD2 DNA inh 6, TCR-CD3 inh 1, HTRA1 inh 1, PRMT1 inh 0, SIAE inh -1, mABHD4 FP 4, rCAG binder 3 and TDP2 inh -1.
